CHT inh: inhibitors of human choline transporter CHT. B-score at 10 µM. actives 0.86% (n = 310,000). CHT-expressing cells, membrane potential dye, choline response; active compounds read low;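 active = B-score over 3 SD under the library average, and starting fluorescence ratio not unusually high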;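 note: choline stimulus applied at its EC90 after an EC20 pre-addition; B-score computed on integrated fluorescence ratio after choline addition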
Target sequence (Q9GZV3 whole entry, looked up): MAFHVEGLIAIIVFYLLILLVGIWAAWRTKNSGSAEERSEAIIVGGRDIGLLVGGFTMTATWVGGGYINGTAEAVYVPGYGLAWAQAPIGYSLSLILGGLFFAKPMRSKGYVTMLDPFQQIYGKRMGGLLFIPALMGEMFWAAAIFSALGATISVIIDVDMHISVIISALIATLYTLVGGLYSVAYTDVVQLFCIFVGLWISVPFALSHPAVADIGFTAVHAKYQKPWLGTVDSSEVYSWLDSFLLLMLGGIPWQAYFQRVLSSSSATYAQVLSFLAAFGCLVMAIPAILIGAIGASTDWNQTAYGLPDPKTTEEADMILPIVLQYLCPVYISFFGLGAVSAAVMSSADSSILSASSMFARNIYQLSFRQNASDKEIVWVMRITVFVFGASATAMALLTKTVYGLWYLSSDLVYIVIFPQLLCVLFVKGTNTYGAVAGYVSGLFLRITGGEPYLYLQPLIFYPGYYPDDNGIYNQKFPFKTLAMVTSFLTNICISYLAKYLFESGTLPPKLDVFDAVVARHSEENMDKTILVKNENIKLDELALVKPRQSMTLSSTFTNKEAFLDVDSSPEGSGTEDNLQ
Kir21 block: blocks the mouse Kir2.1 inward-rectifier potassium channel | P35561 | HEK293-Kir2.1, FluxOR thallium flux fluorescence; active compounds read low | B-score at 10 µM | actives 0.85% (n = 310,000) | AID 1672;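 active = fluorescence ratio B-score at or below minus 3 SD of library scores, with starting-brightness B-score within 2 SD, cut at about -4.2 in these data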;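 note: channel flux triggered by added potassium and thallium sulfate stimulus; B-score of peak minus minimum fluorescence over baseline after thallium stimulus; more negative B-score means stronger Kir2.1 block with less thallium influx; some compounds called inactive have numbers as strong as hits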
Target sequence (P35561 whole entry, looked up): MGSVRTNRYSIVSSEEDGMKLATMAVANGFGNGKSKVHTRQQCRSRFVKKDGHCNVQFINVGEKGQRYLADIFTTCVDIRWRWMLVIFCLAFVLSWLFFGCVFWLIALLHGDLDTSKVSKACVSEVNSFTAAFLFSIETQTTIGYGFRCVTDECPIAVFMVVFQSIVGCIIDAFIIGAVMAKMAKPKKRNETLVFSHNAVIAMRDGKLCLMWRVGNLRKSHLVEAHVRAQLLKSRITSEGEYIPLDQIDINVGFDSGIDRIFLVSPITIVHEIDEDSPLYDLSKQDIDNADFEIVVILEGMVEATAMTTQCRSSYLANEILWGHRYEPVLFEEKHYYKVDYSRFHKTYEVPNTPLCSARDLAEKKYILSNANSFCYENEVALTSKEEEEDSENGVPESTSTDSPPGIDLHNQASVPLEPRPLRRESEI
* marks the source's active call; other numbers are inactive results; i = inactive; x = no result given.

Every second line gives: CHT inh	Kir21 block
CCOC(=O)c1nnn(CC(=O)N2N=C(c3cc(C)ccc3C)CC2c2ccc(OC)cc2)c1C(=O)OCC (stereo unspecified)
    i	1.9
Cn1cccc1C(=O)OCc1csc(-c2ccccc2)n1
    i	-0.28
CC(C)(C)OC(=O)NCCc1nnc(SCc2ccc(Cl)cc2)o1
    -6.1*	-16*
COc1ccc(CN(CC2CCCO2)S(=O)(=O)c2ccc(C(=O)O)cc2)cc1OC (stereo unspecified)
    i	-0.74
O=S(=O)(c1ccc(F)c(F)c1)N1CCN(Cc2ccc3c(c2)OCO3)CC1
    i	5
CN(C)N(Cc1ccccc1)C(=O)C(O)(c1ccccc1)c1ccccc1
    i	-0.18
COc1ccc(C(=O)CSc2nccc(=O)[nH]2)cc1
    i	0.11
CC1CCN(Cc2nnc(-c3cccc(Br)c3)o2)CC1
    i	-0.01
CC(C)(C)OC(=O)N[C@@H](COCc1ccccc1)C(=O)N[C@@H](CO)[C@H](O)[C@@H]1C[C@@H]1C(=O)NC1CCCCC1
    i	-0.41
Cc1ccc(NC(=O)C2C3C=CC4(O3)C2C(=O)N(CCCN2CCCCC2)C4C(=O)NC2CCCCC2)cc1C (stereo unspecified)
    i	0.88
Cc1noc(C)c1S(=O)(=O)N(CC(=O)NCCc1ccccc1)c1ccc(C(C)C)cc1
    i	0.47
CC(OC(=O)CCc1nc2ccccc2c(=O)[nH]1)C(=O)c1ccc(C(C)(C)C)cc1 (stereo unspecified)
    i	-0.76
CC1(C)CC(=O)C2=C(C1)OC(N)=C(C#N)C2c1ccccc1OC(=O)N1CCOCC1 (stereo unspecified)
    i	-0.7
Cc1cc(C(=O)OCC(=O)NCc2cccs2)c2ccccc2n1
    i	0.08
Cc1cc(C)n2nc(SCc3cccc(S(=O)(=O)N(C)C)c3)nc2n1
    -5.3*	-0.84
Cc1sc2nc3n(c(=O)c2c1C)CCCCC3
    i	1.5
Cc1ccc(C(C)C)c(OCCNC(=O)c2cncc(Br)c2)c1
    i	-1.1
NC(=O)CNc1ncc(C(F)(F)F)cc1Cl
    i	0.62
CC(C)(C)c1ccc(OCc2ccc(C(=O)N/N=C3\CC4CC=CC34)cc2)cc1 (stereo unspecified)
    i	0.27
COc1cccc(/C=N/NC(=O)CSc2nnc(C)n2-c2ccccc2)c1O
    i	-0.92
Cc1ccc(C(=O)N2CCN(c3ccc(NC(=O)COc4ccccc4C)cc3)CC2)cc1
    i	1.4
CCN(CC)Cc1c(-c2ccccc2)[nH]c2ccc(C)cc2c1=O
    i	-2.8
COc1ccc(S(=O)(=O)NCC2CCCO2)cc1C(=O)O (stereo unspecified)
    i	-2.2
COc1cc(CNc2ccccc2Oc2cc(=O)n(C)c(=O)n2C)cc(OC)c1OC
    i	0.63
Cc1cc(NC(=O)CSc2nc3ccccc3n2CC(=O)N2CCC(C)CC2)no1
    i	2.8
NS(=O)(=O)c1ccc(CNC(=O)Cc2ccsc2)cc1
    i	-0.04
COc1ccc(CCC(=O)Nc2cc(S(C)(=O)=O)ccc2Cl)cc1
    i	-1.5
Cc1nn(S(=O)(=O)c2ccc([N+](=O)[O-])cc2)c(C)c1Sc1ccccc1
    i	-2
COc1ccc2c(c1)c1nnc(SCC(=O)N3CCCCC3C)nc1n2C (stereo unspecified)
    x	0.89
CS(=O)(=O)c1sc(C#N)c2c1C(=O)CC(c1ccccc1)C2 (stereo unspecified)
    -7.1*	-5.9
Cc1cccc(C)c1OCCCN1CCOCC1
    i	-0.01
COc1ccc(OC2C(=O)N(CCc3ccc(OC)c(OC)c3)C2c2ccc3c(c2)OCO3)cc1 (stereo unspecified)
    i	0.91
CC(C)(C)NC(=O)C(c1ccco1)N(Cc1ccc2c(c1)OCO2)C(=O)Cn1nnc2ccccc21 (stereo unspecified)
    i	-1.4
O=C(Cc1ccccc1)NC(=S)Nc1cc(C(F)(F)F)ccc1Cl
    i	0.06
CCc1ccc(N(C(=O)c2csnn2)C(C(=O)NCc2ccccc2)c2ccco2)cc1 (stereo unspecified)
    i	-1.4
O=S(=O)(Oc1ccccc1N1CCCCC1)c1ccccc1
    i	0.09
CC(C)CC(=O)C1CCCN(C(=O)c2ccc3oc(Cc4ccccc4)nc3c2)C1 (stereo unspecified)
    i	1.2
CCC(C)NC(=O)CN1C(=O)c2cccc3cccc1c23 (stereo unspecified)
    i	-2.9
COc1cc(C(=O)N2CCN(S(=O)(=O)c3cccc(F)c3)CC2)ccc1OCC(=O)N1CCOCC1
    i	-1.3
CCCCOc1ccccc1P(=O)(O)CP(=O)(c1ccccc1)c1ccccc1
    i	-0.05
COc1ccc(-c2ccc3oc(-c4ccsc4)cc3c2)cc1
    i	0.22
COc1cc(-c2nc(-c3cccc(C(F)(F)F)c3)no2)cc(OC)c1OC
    i	0.02
CNC(=O)c1[nH]cnc1C(=O)NCC(=O)OCc1ccccc1
    i	0.62
O=C(Nc1ccccc1C(=O)N1CCCCC1)c1ccco1
    i	-0.45
COc1ccccc1OCC(=O)N1CCC2(CC1)CC(=O)c1ccccc1O2
    i	-0.39
COc1ccccc1OCC(=O)OCC(=O)NCCN1C(=O)CSC1=O
    i	2.2
CCOC(=O)N1CCN(C(=O)c2ccc3c(=O)n(Cc4ccc(Cl)cc4)c(=S)[nH]c3c2)CC1
    i	0.35
Cc1ccc(NC(=O)c2cc3c(s2)CCC3)cc1S(=O)(=O)N1CCOCC1
    i	1.3
O=C(Nc1cccc(C(=O)O)c1)/C(=C/c1ccc([N+](=O)[O-])cc1)NC(=O)c1ccccc1
    i	-1.8
C=CCSc1nnc(CCCCCN2C(=O)c3cccc4cccc(c34)C2=O)o1
    i	0.81
COc1ccccc1N=C1SC(C(=O)Nc2cccc(Cl)c2Cl)C(N)=C1C(N)=O (stereo unspecified)
    i	2.1
COc1ccc(C(=O)N2CCN(CCNC(=O)C(=O)Nc3ccc(F)cc3)CC2)cc1
    i	0
O=C(Nc1ccc(Cl)cc1)C1C2C=CC3(O2)C1C(=O)N(CCN1CCCCC1)C3C(=O)NC1CCCCC1 (stereo unspecified)
    i	-1.5
C/C(=N\NC(=O)c1cc(-c2ccc(C)s2)nc2ccccc12)c1cccnc1
    i	1.1
Cc1cc(OCCCn2ccnc2)cc(C)c1Cl
    i	-0.54
NC(=O)C1CCN(C(=O)CCNS(=O)(=O)c2cc(Br)cnc2N)CC1
    i	-0.38
C=CCSc1nnc(NC(=O)c2ccc(NC(C)=O)cc2)s1
    i	-0.38
CC1(C)CC(=O)C/C(=N/NC(=O)COc2ccc3ccccc3c2Br)C1
    i	0.99
CC(=O)c1cccc(NC(=O)NCc2ccco2)c1
    i	-0.09
Cc1nnn(C23CC4CC(CC(C4)C2)C3)n1
    i	-1.1

Part of the list above in order of count of non-hydrogen atoms, largest number first:
Every second line gives: CHT inh	Kir21 block
CCOC(=O)N1CCN(C(=O)c2ccc3c(=O)n(Cc4ccc(Cl)cc4)c(=S)[nH]c3c2)CC1
    i	0.35
C/C(=N\NC(=O)c1cc(-c2ccc(C)s2)nc2ccccc12)c1cccnc1
    i	1.1
Cc1ccc(NC(=O)c2cc3c(s2)CCC3)cc1S(=O)(=O)N1CCOCC1
    i	1.3
C=CCSc1nnc(NC(=O)c2ccc(NC(C)=O)cc2)s1
    i	-0.38
Cc1nnn(C23CC4CC(CC(C4)C2)C3)n1
    i	-1.1

(cont.)
Every second line gives: CHT inh	Kir21 block
CC(=O)NCC1CCCN(Cc2cn(-c3ccccc3F)nc2-c2cc(C)sc2C)C1 (stereo unspecified)
    i	-0.91
CCOC(=O)C1(Cc2cccc(F)c2)CCN(Cc2ccon2)CC1
    i	0.36
COC(=O)c1ccc(C(=O)Nc2ccc(F)cc2)cc1
    i	x
COc1ccc(-n2c(Cc3cccn3C)nnc2SCC(=O)Nc2ccc(C(C)=O)cc2)cc1
    i	-0.86
O=C(CSc1nc(O)c(C2CCCCC2)c(=O)[nH]1)NCC1CCCO1 (stereo unspecified)
    i	0.44
O=C(Nc1ccon1)c1ccc(N2CCCCC2)c([N+](=O)[O-])c1
    i	0.16
CCOC(=O)c1cc(-c2ccccc2)n(CC(=O)Nc2cccc(OC)c2)c1C
    i	-0.4
Cc1ccccc1-c1nc(-c2ccc(NC(=O)c3ccc(Br)o3)cc2)no1
    i	0.97
O=C(CSc1ncc(-c2ccc(F)cc2)[nH]1)Nc1cccc(O)c1
    i	-0.24
Cc1cccc(NC(=O)c2cccc(C(F)(F)F)c2)c1
    i	0.05
Cc1ccc(N2CC(C(=O)N/N=C/c3cccc([N+](=O)[O-])c3)CC2=O)cc1 (stereo unspecified)
    i	-0.22
O=S(=O)(c1ccc(-c2nnc(SCc3nnc(-c4ccccc4)o3)o2)cc1)N1CCCC1
    i	0.18
O=C(COC(=O)C1(c2ccccc2F)CCCC1)NC1CCS(=O)(=O)C1 (stereo unspecified)
    i	0.36
COc1ccc(CCC(=O)Nc2ccc(Cn3ccnc3)cc2)cc1
    i	-1.9
CCCc1cc(=O)[nH]c(SCC(=O)N2CCN(S(=O)(=O)c3ccccc3)CC2)n1
    i	-0.82
COc1ccc2oc(-c3ccc(C)c(NC(=O)c4ccc(N5CCOCC5)c([N+](=O)[O-])c4)c3)nc2c1
    i	0.41
CCC1(C)Cc2c(sc3c2c(=O)n(C)c2nnc(SCCc4ccccc4)n32)CO1 (stereo unspecified)
    i	-0.44
Cc1cccc(NC2=Nc3ccccc3N3C2=Nc2c(c(C)nn2-c2ccccc2)C3c2ccc(O)c(O)c2)c1 (stereo unspecified)
    i	-1.7
O=C(NCC1(O)CCCCC1)C1CCC(=O)N(CCc2ccccc2)C1 (stereo unspecified)
    i	0.65
Cc1nn(-c2ccc(F)cc2)c2sc(C(=O)OCC(=O)N3CCC(C)CC3)cc12
    i	0.49
COc1ccc(C2/C=C\CN(S(=O)(=O)c3ccc(C)cc3)CC(=O)N2Cc2ccc(F)cc2)cc1 (stereo unspecified)
    i	-0.41
Cc1ccc(C2c3[nH]c4ccccc4c3C[C@H]3C(=O)N(c4ccccc4C(=O)NCCN4CCOCC4)C(=O)N23)cc1 (stereo partly specified)
    i	-0.67
O=C(NCc1ccccc1)NC(O)C(Cl)(Cl)Cl (stereo unspecified)
    i	0.34
COC(=O)c1ccc(COc2ccc3c(C)c(C)c(=O)oc3c2)o1
    i	0.12
O=c1[nH]c(COc2ccccc2)nc2ccccc12
    i	1.9
O=C(CSc1cccc[n+]1[O-])c1ccc(Cl)cc1
    i	0.54
CCN(CC)C(=O)c1ccccc1NC(=O)c1ccccc1
    i	0.02
O=C(CCN1C(=O)C2C3C=CC(C3)C2C1=O)Nc1c(F)cc(F)cc1Br (stereo unspecified)
    i	-1.9
COc1c(C)cccc1C(=O)Nc1cc(Cl)ccc1N1CCOCC1
    i	-1.1
CSCCC(NS(=O)(=O)c1ccc2c(c1)OCCO2)C(=O)N(C)Cc1ccc(C)cc1 (stereo unspecified)
    i	-0.7
O=C(CCNC(=O)c1ccccc1Cl)Nc1nc2ccccc2s1
    i	3.1
Cc1cc(C(=O)NC(C)C2CCCO2)no1 (stereo unspecified)
    i	-0.34
CCN(CC)C(=O)Cn1cnc2ccccc2c1=O
    i	-0.68
COc1ccc(CCN=c2c([N+](=O)[O-])nn(-c3cccc(C)c3)n2O)cc1OC
    i	-2.2
CCCN1CCN(CCCNC(=O)c2ccc3c(c2)NC(=O)c2ccccc2S3)CC1
    i	-0.17
COc1ccc(N(C)S(=O)(=O)c2cccc(C(=O)NC3CCCCC3C)c2)cc1 (stereo unspecified)
    -5.5*	-0.27
CCCC(=O)Nc1sc(Cc2ccccc2)c(C)c1C(N)=O
    i	-0.01
O=C(Cn1ncc2c([nH]c3ccccc32)c1=O)N1CCN(c2ccc(F)cc2)CC1
    i	-1.2
Cc1nn(Cc2nnc(SCC(=O)Nc3cccc(C(F)(F)F)c3)n2C)c(C)c1[N+](=O)[O-]
    i	2.3
Cc1ccc(C(=O)OCC(=O)Nc2cc(S(C)(=O)=O)ccc2Cl)cc1S(=O)(=O)N1CCCCC1
    i	0.51
O=C(COC(=O)CNC(=O)c1ccccc1)Nc1ccc(F)c([N+](=O)[O-])c1
    i	0.57
COc1ccc(-c2[nH]ncc2CN(CCO)Cc2cccs2)c(F)c1
    i	-0.8
N#C/C(=C\c1cccs1)C(=O)NCc1ccco1
    i	-0.12
COc1ccc(C(CC(=O)O)NC(C)=O)cc1OC (stereo unspecified)
    i	-1.3
COc1ccc(CN(C)C(=O)c2ccccc2Sc2ccccc2C#N)cc1OC
    i	-1.8

4 entries from above, set out differently:
CHT inh	Kir21 block	structure
i	-0.7	CC1(C)CC(=O)C2=C(C1)OC(N)=C(C#N)C2c1ccccc1OC(=O)N1CCOCC1 (stereo unspecified)
i	0.08	Cc1cc(C(=O)OCC(=O)NCc2cccs2)c2ccccc2n1
-5.3*	-0.84	Cc1cc(C)n2nc(SCc3cccc(S(=O)(=O)N(C)C)c3)nc2n1
i	1.5	Cc1sc2nc3n(c(=O)c2c1C)CCCCC3

Following part:
Every second line gives: CHT inh	Kir21 block
COCCOC(=O)/C(C#N)=C/c1cn(Cc2ccccc2)nc1-c1cccnc1
    i	-0.26
Cc1nnc2n1N=C(c1ccccc1)CS2
    i	-0.15
C#CCN1CC(C)/C(=N/O)CC1C (stereo unspecified)
    i	-0.08
COc1ccc(-c2nc3cc(C)ccn3c2NC(=O)c2ccccc2OC)cc1
    i	-1.2
